MT1-MMP act inh = MT1-MMP (human) activation inhibition; P50281; HT1080 RFP-PRO-GFP cells, GFP/RFP ratio fluorescence, overnight; percent of plate control window, DMSO zero; GFP/RFP ratio change, % at 20 µM; actives 0.061% (n = 360,000);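 active means GFP/RFP ratio change of at least 30% with cell ATP level not reduced by more than half and red fluorescence within 50% of control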; further: strong numbers were not always called active
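Assay system – RFP-PRO-GFP reporter HT1080 cells · Compound dosing – single dose of 20 µM compound, 1% DMSO final · Incubation – overnight compound exposure at 37 °C · Measure – GFP/RFP fluorescence ratio · Benchmarks – DMSO wells and RFP-L50D-GFP cells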
MLLE-PAM2 inh = blocks PAM2 peptide binding to the PABP1 MLLE domain; inhibition, % at 20 µM; GST-MLLE / FITC-PAM2 fluorescence polarization; actives 0.36% (n = 360,000); in the data active means inhibition above about 35%, passing the limit was not always enough;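 further: plate controls were DMSO wells with GST-MLLE for no effect and wells lacking GST-MLLE protein for full effect; some results filed as inactive read as strong as hits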
Target sequence (P11940 whole entry, looked up, the tested form may be a part): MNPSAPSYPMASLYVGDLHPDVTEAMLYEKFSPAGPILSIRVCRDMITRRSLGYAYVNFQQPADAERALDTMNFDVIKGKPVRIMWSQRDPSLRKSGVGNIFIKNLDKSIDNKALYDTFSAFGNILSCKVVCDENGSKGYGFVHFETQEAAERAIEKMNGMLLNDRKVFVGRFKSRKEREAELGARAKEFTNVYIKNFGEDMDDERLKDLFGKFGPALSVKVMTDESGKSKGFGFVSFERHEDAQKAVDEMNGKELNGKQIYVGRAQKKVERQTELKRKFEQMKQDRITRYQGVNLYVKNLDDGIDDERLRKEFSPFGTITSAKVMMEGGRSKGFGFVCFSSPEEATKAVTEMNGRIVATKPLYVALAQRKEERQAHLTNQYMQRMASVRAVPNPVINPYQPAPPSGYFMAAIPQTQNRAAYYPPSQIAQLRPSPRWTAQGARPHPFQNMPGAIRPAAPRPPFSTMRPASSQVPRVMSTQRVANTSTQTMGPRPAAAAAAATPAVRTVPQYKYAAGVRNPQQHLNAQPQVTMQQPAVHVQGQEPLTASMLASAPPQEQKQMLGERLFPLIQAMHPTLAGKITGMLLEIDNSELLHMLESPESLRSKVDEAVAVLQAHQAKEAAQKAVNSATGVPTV
E coli Lon inh = inhibitors of E. coli Lon protease; actives 0.42% (n = 360,000); AID 602123; purified E. coli Lon protease, fluorescence polarization; P0A9M0; inhibition, % at 7.94 µM; in the data active means inhibition above about 13%, passing the limit was not always enough;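 further: 0% = enzyme with probe and DMSO and 100% = no enzyme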
MsrA act = bovine methionine sulfoxide reductase A activation; purified bovine MsrA, absorbance read-out; activation, % at 10.6 µM; actives 0.3% (n = 360,000); AID 602163; in the data active means activation above about 7.5%;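 further: 0% = vehicle and 100% = reference activator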
SKN-1 inh = inhibitors of C. elegans SKN-1; C. elegans VP596 Pgst-4::GFP/RFP ratio, acrylamide-induced, 24 h; inhibition, % at 21.8 µM; actives 0.49% (n = 360,000); AID 624304;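 active means interference check ratio from 0.5 to 1.5 plus GFP to RFP signal ratio inhibition reaching or exceeding a fixed threshold, cut at about 30% in these data, passing the limit was not always enough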; further: some compounds called inactive have numbers as strong as hits
TbMetRS inhib = blocks T. brucei methionyl-tRNA synthetase activity | AID 624268 | purified T. brucei MetRS, ATP depletion, Kinase-Glo luminescence | actives 0.4% (n = 360,000) | inhibition, % at 11.9 µM;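 active means inhibition above a per-plate cutoff of the control wells' mean inhibition plus 3 SD, cut at about 5.5% in these data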;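 further: 0% = DMSO wells median and 100% = median of wells with control inhibitor compound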
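Dosing: 11.9 µM compound single dose, 0.9% DMSO; Assay system: purified T. brucei MetRS enzyme; Measured by: Kinase-Glo luciferase luminescence reporting remaining unconsumed ATP; Schedule: 15 min plus 2 h at 25 °C.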
FAS-TE inh = inhibitors of human fatty acid synthase thioesterase domain; P49327; recombinant FAS-TE, OMFH fluorogenic substrate, fluorescence endpoint; inhibition, % at 15 µM; actives 0.67% (n = 360,000);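 active means compounds whose normalised, plate-corrected inhibition of enzyme fluorescence in the single-dose primary screen is 50% or more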;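 further: 0% = DMSO with enzyme and 100% = substrate without enzyme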
CendR NRP1 mod = NRP-1/CendR interaction modulation | AID 602438 | O14786 | actives 0.85% (n = 360,000) | inhibition, % at 25 µM | FAM-RPARPAR peptide binding to NRP-1, fluorescence polarization;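 active means inhibition or corrected inhibition above about 18%, plus a signal ratio from 0.5 to 1.5, limit read from the data, passing the limit was not always enough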; further: strong numbers were not always called active
MsrA inh = bovine MsrA inhibition. purified bovine MsrA, absorbance read-out. inhibition, % at 15.5 µM. actives 0.75% (n = 360,000); in the data active means inhibition above about 4.5%;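 further: 0% = vehicle wells with enzyme and 100% = reference inhibitor wells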
Numbers without * were called inactive; / = not tested or not shown.

SMILES | MT1-MMP act inh | MLLE-PAM2 inh | E coli Lon inh | MsrA act | SKN-1 inh | TbMetRS inhib | FAS-TE inh | CendR NRP1 mod | MsrA inh
Cc1nn(CC(=O)N2CCN(C(=O)c3ccco3)CC2)c(C)c1[N+](=O)[O-] | -0.7 | -1.6 | -6.0 | -1.5 | 8.9 | 0.1 | -9.5 | -5.6 | -1.1
Cc1cccc(NC(=O)CCC(=O)N/N=C/c2cccnc2)c1 | -4.1 | 4.2 | 6.6 | -6.4 | 1.3 | 1.6 | -5.1 | 9.0 | -0.6
COc1ccc2oc(=O)c(C(C)=O)cc2c1 | -10.8 | 24.5 | 2.8 | 0.4 | 10.6 | 0.0 | -7.1 | -3.3 | 0.5
COCCn1cnc2c1c(=O)[nH]c(=O)n2Cc1ccccc1 | -0.5 | 3.2 | -0.9 | -1.7 | 9.0 | 0.2 | -4.0 | 4.4 | /
O=C(Nc1ccc(-c2ccc3nncn3n2)cc1)C1CCCCC1 | -0.6 | -14.9 | -3.0 | -4.5 | -5.6 | 0.1 | -2.8 | -4.7 | 1.8
CC(=O)c1cccc(NC(=O)c2ccc(CN3CCc4ccccc4C3)cc2)c1 | 8.7 | -10.8 | -0.2 | -11.7 | 3.7 | -0.6 | 8.5 | -3.9 | -0.3
CCCNc1ccc(S(=O)(=O)N(CC)CC)cn1 | 1.2 | -6.2 | -0.2 | 1.5 | 5.2 | -0.4 | -6.8 | -3.2 | -1.0
CCOc1ccccc1-c1nnc(SCC(=O)Nc2ccccc2)o1 | -0.4 | 2.7 | -1.9 | -1.9 | 18.3 | -0.9 | 2.7 | -2.7 | 0.6
O=C(Nc1ccccc1)N1CCCC2CCCCC21 (stereo not given) | 2.2 | 9.2 | -4.1 | 0.0 | 13.7 | -0.8 | -6.3 | 8.0 | -0.5
Cc1ccc(N2CC(C(=O)N3CCN(c4ccccc4)CC3)CC2=O)cc1 (stereo not given) | 1.4 | 12.6 | 5.0 | -6.3 | -3.7 | -1.2 | -9.6 | 4.3 | 0.5
COc1ccc(C(=O)Cc2ccc(OC)c(OC)c2)cc1 | 1.9 | 5.0 | -0.1 | -2.2 | 5.0 | 0.3 | -3.5 | -9.0 | 0.5
COc1c(F)c(F)c(C(=O)O)c(Nc2ccccc2)c1F | 0.2 | 7.9 | -0.5 | -2.2 | 15.8 | -0.5 | -8.6 | -5.2 | 0.5
COc1ccc(NC(=O)CSc2nc3ccccc3nc2N2CCCC2)c(OC)c1 | 7.7 | 12.4 | -7.1 | -3.0 | -2.3 | -0.5 | 20.1 | 6.7 | -0.2
CCOCCCn1c(SCC(=O)Nc2oc(C)c3c(C)n[nH]c(=O)c23)nc2ccccc2c1=O | 6.2 | 5.6 | 7.6 | -2.9 | 9.4 | -0.5 | -4.2 | -11.7 | 2.5
Cc1nc2cc(OC3(C)CCN(Cc4ccc(OC(F)(F)F)cc4)C3)ccc2s1 (stereo not given) | 2.2 | -6.5 | 2.6 | -2.3 | -20.7 | -0.3 | 21.1 | -12.3 | 0.6
CCOC(=O)Cc1csc(NC(=O)CSc2nnc(Cc3csc(N)n3)n2C)n1 | -2.0 | -26.3 | -4.4 | -8.0 | 2.2 | -1.1 | -7.7 | 0.6 | -0.1
CS(=O)(=O)c1ccc2nc(NC(=O)Nc3ccc(Cl)cc3)sc2c1 | -3.4 | -7.5 | -0.5 | -2.1 | -20.4 | 0.3 | -7.0 | 1.6 | -0.3
COC(=O)c1ccc(-c2ccco2)n1Cc1nc(-c2ccc(OC)c(OC)c2)oc1C | -7.9 | -16.7 | -6.0 | -2.6 | -12.3 | -0.4 | 19.2 | -33.8 | 0.5
C=CCNc1nc(C(=O)OCC(=O)c2ccccc2)cs1 | -6.1 | 28.3 | 0.4 | -13.1 | -4.9 | -0.5 | -3.7 | -2.0 | -0.2
COc1ccc(NS(=O)(=O)c2cccc(Cl)c2)cc1S(=O)(=O)N1CCCCC1 | -0.8 | -6.0 | -10.3 | -3.9 | 3.1 | 0.8 | 3.2 | 13.2 | 0.5
Cc1ccc(NC(=S)N2CCCC2)cc1Cl | 0.3 | -111.1 | 0.7 | -3.3 | -3.2 | -0.6 | 1.6 | 6.3 | 0.3
COc1ccccc1NC(=O)c1ccc(NC(=O)COC(=O)C2CCCO2)cc1 (stereo not given) | 1.2 | 14.1 | -5.3 | 0.6 | 8.9 | -0.7 | -8.8 | -5.8 | /
CCCOC(=O)CSC1=C(C#N)C(c2ccccc2OC)C(C#N)C(=O)N1 (stereo not given) | -9.3 | 2.9 | -17.5 | -2.4 | 29.8 | 0.1 | 0.7 | -4.3 | 2.3
O=[N+]([O-])c1ccc(C[n+]2cccc3ccc4cccnc4c32)cc1 | -0.7 | -0.5 | -1.5 | -1.5 | -9.3 | 0.8 | 8.1 | -3.6 | 1.4
CCCN1CNC(=S)N(CC2CCCO2)C1 (stereo not given) | 1.8 | -39.5 | 1.8 | -3.7 | -3.0 | 0.0 | -11.0 | 6.3 | 0.7
Cc1c(C(=O)NCCC#N)sc(=O)n1Cc1ccc(F)cc1 | 3.7 | -11.9 | -11.2 | 0.1 | 6.2 | -0.3 | -3.8 | -6.1 | -0.8
CC1(C(=O)NS(=O)(=O)c2ccc(Br)cc2)CCN1C(=O)CCc1ccccc1 (stereo not given) | -1.9 | -1.8 | -4.3 | 0.1 | 15.9 | -0.3 | 0.8 | -5.5 | 0.6
COC(=O)CCN(Cc1ccccc1)S(=O)(=O)c1ccccc1Br | 2.1 | -3.1 | -0.9 | -0.8 | 12.7 | 1.0 | 11.9 | 16.0 | 0.6
O=C(N/C(=C/c1ccco1)C(=O)N1CCOCC1)c1ccc([N+](=O)[O-])cc1 | -2.9 | 14.2 | 3.8 | -4.0 | 0.4 | -0.3 | 15.9 | -9.9 | 0.9
O=C(COc1coc(CN2CCN(c3ccccc3)CC2)cc1=O)NC1CCCCC1 | 3.2 | 9.2 | -6.8 | -11.9 | -2.5 | -0.6 | -3.2 | 11.9 | -0.8

One compound at a time, as listed above.
CCCOC(=O)CSC1=C(C#N)C(c2ccccc2OC)C(C#N)C(=O)N1 (stereo not given) in the list: MT1-MMP act inh = -9.3; MLLE-PAM2 inh = 2.9; E coli Lon inh = -17.5; MsrA act = -2.4; SKN-1 inh = 29.8; TbMetRS inhib = 0.1; FAS-TE inh = 0.7; CendR NRP1 mod = -4.3; MsrA inh = 2.3
COc1ccc(NS(=O)(=O)c2cccc(Cl)c2)cc1S(=O)(=O)N1CCCCC1 in the list: MT1-MMP act inh = -0.8; MLLE-PAM2 inh = -6.0; E coli Lon inh = -10.3; MsrA act = -3.9; SKN-1 inh = 3.1; TbMetRS inhib = 0.8; FAS-TE inh = 3.2; CendR NRP1 mod = 13.2; MsrA inh = 0.5
O=[N+]([O-])c1ccc(C[n+]2cccc3ccc4cccnc4c32)cc1 in the list: MT1-MMP act inh = -0.7; MLLE-PAM2 inh = -0.5; E coli Lon inh = -1.5; MsrA act = -1.5; SKN-1 inh = -9.3; TbMetRS inhib = 0.8; FAS-TE inh = 8.1; CendR NRP1 mod = -3.6; MsrA inh = 1.4

(list continues)
SMILES | MT1-MMP act inh | MLLE-PAM2 inh | E coli Lon inh | MsrA act | SKN-1 inh | TbMetRS inhib | FAS-TE inh | CendR NRP1 mod | MsrA inh
Cc1ccccc1Oc1cc(NC(=O)CCCn2nc(C)c([N+](=O)[O-])c2C)cc([N+](=O)[O-])c1 | -0.9 | 3.0 | -2.3 | -8.0 | -2.1 | -0.7 | 40.1 | 19.3 | -0.2
COc1ccc(C2(C)NC(=O)N(CC(=O)NCC(=O)Nc3ccc(F)c(F)c3F)C2=O)cc1OC (stereo not given) | 0.1 | -3.5 | -10.1 | -2.6 | -2.7 | 0.2 | -7.9 | -0.3 | -0.5
CCOC(=O)C(=O)NC12CC3CC(CC(C3)C1)C2 | 3.6 | -6.1 | 3.0 | -2.7 | 4.1 | 0.3 | -9.5 | 14.4 | -0.4
CN1C(=O)/C(=C/c2cccc([N+](=O)[O-])c2)C(=O)N1c1ccccc1 | 3.9 | 27.8 | 1.6 | -6.7 | -36.7 | -0.7 | 9.2 | -11.5 | 0.4
O=C(Nc1ccccc1)N1CCCC1 | 0.0 | -1.9 | -3.8 | 0.1 | -8.2 | -0.7 | -5.6 | 6.1 | 3.0
CCOC(=O)C1CCN(Cc2ccc(F)c(Br)c2)CC1 | -0.3 | 10.6 | 1.4 | -0.8 | -0.5 | -0.4 | -3.0 | -6.3 | 0.4
C[C@H](CO)N1C[C@H](C)[C@@H](CN(C)C(=O)Nc2ccc3c(c2)OCO3)Oc2c(NC(=O)Nc3ccccc3)cccc2C1=O | 4.4 | -6.2 | -5.1 | -3.2 | 13.8 | -1.6 | 35.0 | 1.5 | -1.0
CCOC(=O)C1CCCc2c1[nH]c1ccc(Cl)cc21 (stereo not given) | 1.4 | 9.5 | 3.6 | -1.0 | 17.9 | -0.2 | 19.7 | 7.2 | 1.1
Cc1cccc(-c2nc(CS(=O)CC(=O)NCc3cccs3)c(C)o2)c1 (stereo not given) | 2.9 | -8.6 | -4.0 | -5.2 | -2.0 | 0.0 | -3.1 | 2.6 | 0.4
CC1CCN(S(=O)(=O)c2ccc(C(=O)Nc3nnc(-c4ccncc4)o3)cc2)CC1 | -1.6 | 2.4 | 5.4 | -5.5 | -1.4 | -0.3 | 18.2 | -9.4 | 3.2
CCOC(=O)c1ccc(N2C(=O)CC(N3CCN(C(=O)c4ccccc4)CC3)C2=O)cc1 (stereo not given) | 1.4 | 6.7 | 1.1 | 5.7 | -1.7 | -0.3 | -9.1 | -6.1 | 1.2
Cc1ccc(N(C(=O)CNC(=O)c2ccco2)C(C(=O)NC2CCCC2)c2cccnc2)c(C)c1 (stereo not given) | 2.3 | 3.0 | -1.6 | -3.8 | 21.3 | -0.2 | -0.9 | -1.3 | -0.4
O=C(NNC(=O)c1ccccc1F)C1=NN(c2ccccc2)C(=O)CC1 | 0.7 | 15.2 | -4.0 | -1.3 | 0.7 | 0.2 | -8.2 | -1.8 | 0.6
COCCC1CCCCN1C(=O)c1cccc(OC2CCN(C3CCCC3)CC2)c1 (stereo not given) | 0.6 | -6.5 | 7.0 | -3.4 | -2.9 | -0.4 | -4.3 | -5.8 | -0.3
COc1cc(OC)cc(C(=O)/C=C2\Sc3ccccc3N2C)c1 | 1.0 | 35.5 | -6.9 | -1.4 | 13.6 | -0.2 | -6.2 | -0.1 | 0.0
CCOc1ccc(CN(C)C(=O)c2cccc(S(=O)(=O)N3CCCC3)c2)cc1OC | -1.9 | 6.8 | 6.0 | -0.6 | -5.5 | -0.2 | -7.1 | -5.4 | -0.9
COC(=O)COc1ccc(/C=C2/SC(=O)N(CC(=O)N3CCCC3)C2=O)cc1Br | 1.4 | 1.2 | -2.4 | 6.9 | 6.3 | 1.0 | -7.8 | -6.8 | 1.6
COc1ccc(NC(=O)COC(=O)CCC(=O)c2cccs2)cc1OC | -0.9 | -2.1 | -11.6 | -1.5 | 5.3 | 0.3 | -3.6 | 13.9 | -0.4
CCCC(=O)Nc1ccc2c(c1)C(=O)N(CCC(=O)O)C2=O | 0.3 | -7.0 | 4.0 | -3.5 | 6.7 | 0.2 | -5.2 | 6.7 | 1.4
O=Cc1ccccc1-n1cccn1 | 1.9 | 0.0 | -6.4 | -3.3 | -3.8 | -0.7 | -5.7 | 7.0 | -0.2
CCN(CC)C(=O)CS(=O)CC(=O)Nc1cc(OCCOC)c(Cl)cc1Cl (stereo not given) | -1.6 | 7.0 | 1.8 | -1.5 | 11.4 | 0.4 | -3.0 | -8.4 | 0.5

Source: PubChem
